SDO1 yeast rescue: sdo1-depleted yeast growth rescue; S. cerevisiae sdo1-depleted JHY4D growth rescue, OD600 30 h; active compounds read high; pdr5 snq2 efflux-pump mutant strain; z-score at 10 µM; hit rate 0.21% among 140,000;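 active means z-score above 3 at both the 24 hr and the 30 hr optical density reads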;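 further: z-score against mean and SD of all compound wells on the same plate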
Insulin prom inh: TRM-6 insulin promoter activity inhibition | TRM-6 cells (human fetal islet line), insulin promoter-eGFP reporter, imaging; reporter expression induced with tamoxifen | inhibition, % at 2 µM | hit rate 0.9% among 130,000 | AID 1273;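 active means inhibition above the mean plus 3 SD, with well images judged a real hit on visual review, cut at about 60% in these data, passing the limit was not always enough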
SDO1 yeast rescue Rescue 24 h: also measured in SDO1 yeast rescue; calls as there; z-score; S. cerevisiae sdo1-depleted JHY4D growth rescue, OD600; measured here: growth rescue at 24 h;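 0 is the plate mean of compound wells and units are plate SD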
Active calls of the source: *; x = no result given. These rows are one share of the data (hit frequency here may not be typical).

SMILES | SDO1 yeast rescue | SDO1 yeast rescue Rescue 24 h | Insulin prom inh
Cc1cc(C)nc(-n2ncc3c2CC(c2ccc(C(C)C)cc2)CC3=O)n1 (stereo not drawn) | -0.87 | -0.65 | 36.7
CCc1cc2c(=O)c(-c3nc4ccccc4n3C)coc2c(CN2CCOCC2)c1O | 0.46 | 0.6 | -51.0
COc1ccc(N/N=C(/C)c2cnnc(-c3ccccc3)n2)cc1 | -1.11 | 0.73 | 38.5
Cc1ccc(NC(=O)C2CCCN(S(=O)(=O)c3cnc[nH]3)C2)cc1C (stereo not drawn) | -0.13 | -0.83 | x
COc1ccc(C(c2sc3nc(C)nn3c2O)N2CCN(CCO)CC2)cc1OC (stereo not drawn) | 0.28 | -0.46 | 0.0
O=S(=O)(Nc1cccnc1)c1cccc(Cl)c1 | -0.31 | -1.05 | -18.3
Cc1ccc(C(=O)NC2CC3CCC(C2)N3Cc2ccco2)cc1 (stereo not drawn) | -0.2 | -0.87 | -22.6
C/C(=N\OC(=O)c1cccc(Cl)c1)c1sc(C)nc1C | 0.22 | 0.93 | 50.0
CCOC(=O)CNC(=O)C(CO)NC(=O)OCc1ccccc1 (stereo not drawn) | 0.43 | -0.02 | x
CCCN(CCC)CCCNc1ccc2nnc(-c3ccc(F)cc3)n2n1 | 1.51 | 1.48 | x
CCCCNC(=S)N/N=C/c1ccc(OCC(=O)Nc2c(C)cc(C)cc2C)c(OC)c1 | -0.06 | 0.54 | x
Cc1cccc(NC(=O)COc2nsnc2N2CCOCC2)c1 | 0.89 | 1.83 | -28.6
CCOc1cc(N2CCOCC2)c(OCC)cc1NC(=O)COc1ccc2ccc(=O)oc2c1 | 0.84 | 3.1 | -53.3
O=C(Nc1ccc2c(c1)CCC2)c1cccc(S(=O)(=O)N2CCN(c3ccccc3)CC2)c1 | -0.01 | 0.49 | 1.4
O=C(COCC(=O)N/N=C/c1ccc(F)cc1)N/N=C/c1ccc(F)cc1 | 0.1 | -0.2 | x
Cc1ccc(C(=O)CSC2=C(C#N)C(c3ccco3)C3=C(CC(C)(C)CC3=O)N2)cc1 (stereo not drawn) | 0.48 | 0.06 | 17.2
Cn1c(N)c(C(=O)NCc2ccccc2Cl)sc1=S | -0.46 | -0.31 | 7.1
CCOC(=O)C1(Cc2ccc(O)cc2)NC(c2ccco2)C2C(=O)N(c3ccccc3F)C(=O)C21 (stereo not drawn) | -0.41 | -0.96 | 6.2
OC1(c2cccc(C(F)(F)F)c2)CCN(c2ncnc3c2[nH]c2ccc(F)cc23)CC1 | -2.17 | -1.45 | 63.6
CCOC(=O)c1c(NC(=O)CN2CCCc3ccccc32)sc(C)c1CC | 0.03 | -0.33 | 16.7
CC(Sc1nc2ccccc2s1)C(=O)NCc1ccc2c(c1)OCO2 (stereo not drawn) | -0.42 | -0.06 | 41.2
Cc1ccc(-c2n[nH]c(=S)n2/N=C/c2cccn2C)cc1 | -0.46 | -0.24 | -17.1
CCSc1nnc(NC(=O)CSC2=NCCS2)s1 | x | x | -69.2
S=c1[nH]nc(Nc2ccccc2)s1 | x | x | -8.3
CCOC(=O)C1CCN(C(=O)CCn2c(=O)[nH]c3ccsc3c2=O)CC1 | 0.51 | 0.82 | -3.2

7 entries out of the list, ordered by molecular weight, falling:
SMILES | SDO1 yeast rescue | SDO1 yeast rescue Rescue 24 h | Insulin prom inh
CCOC(=O)C1(Cc2ccc(O)cc2)NC(c2ccco2)C2C(=O)N(c3ccccc3F)C(=O)C21 (stereo not drawn) | -0.41 | -0.96 | 6.2
COc1ccc(C(c2sc3nc(C)nn3c2O)N2CCN(CCO)CC2)cc1OC (stereo not drawn) | 0.28 | -0.46 | 0.0
CCOC(=O)c1c(NC(=O)CN2CCCc3ccccc32)sc(C)c1CC | 0.03 | -0.33 | 16.7
CCOC(=O)C1CCN(C(=O)CCn2c(=O)[nH]c3ccsc3c2=O)CC1 | 0.51 | 0.82 | -3.2
O=C(COCC(=O)N/N=C/c1ccc(F)cc1)N/N=C/c1ccc(F)cc1 | 0.1 | -0.2 | x
CC(Sc1nc2ccccc2s1)C(=O)NCc1ccc2c(c1)OCO2 (stereo not drawn) | -0.42 | -0.06 | 41.2
Cc1cc(C)nc(-n2ncc3c2CC(c2ccc(C(C)C)cc2)CC3=O)n1 (stereo not drawn) | -0.87 | -0.65 | 36.7

Back to the main list, repeating the two entries before the break.
SMILES | SDO1 yeast rescue | SDO1 yeast rescue Rescue 24 h | Insulin prom inh
S=c1[nH]nc(Nc2ccccc2)s1 | x | x | -8.3
CCOC(=O)C1CCN(C(=O)CCn2c(=O)[nH]c3ccsc3c2=O)CC1 | 0.51 | 0.82 | -3.2
CN(C)c1ccc(C2CC(c3ccccc3)=Nc3nc(-c4ccccc4)cn32)cc1 (stereo not drawn) | -0.99 | -1.6 | 3.5
Cc1nc(C)c(C(=O)C2=C(O)C(=O)N(CCN3CCOCC3)C2c2ccco2)s1 (stereo not drawn) | 0.7 | 0.09 | 1.3
O=c1[nH]c(N2CCc3ccccc32)nc2c1CCCC2 | 1.53 | 1.12 | -473.3
CC(=O)C1=C(O)C(=O)N(CCC(=O)O)C1c1cccc(F)c1 (stereo not drawn) | 0.85 | 1.84 | x
COc1ccccc1-n1cnc2sc(-c3ccccc3)cc2c1=O | 0.85 | 1.2 | x
O=C(c1cccs1)N1CCN(C2CCN(Cc3ccccc3)CC2)CC1 | -0.05 | -0.06 | -2.8
O=C(NCC1CCCO1)c1cccc(N2CCCC2=O)c1 (stereo not drawn) | 0.86 | -0.1 | -5.7
O=S(=O)(/N=C(/Nc1ccccc1F)c1ccccc1)c1ccccc1 | 0.36 | -0.03 | -42.0
Cc1cc(C)c(NC(=S)NC(NC(=O)c2ccccc2)C(Cl)(Cl)Cl)c(C)c1 (stereo not drawn) | 0.1 | 0.54 | 6.7
O=c1[nH]c(SCc2n[nH]c(=S)n2-c2ccccc2)nc2sc3c(c12)CCC3 | 0.9 | -0.22 | -17.4
Nc1ccc2oc(C3CCCCC3)nc2c1 | x | x | 12.8
O=C(Nc1ccc2c(c1)OCO2)c1cnc2n(c1=O)CCS2 | 1.6 | 2.52 | 50.0
O=C(O)CSCCn1cccn1 | 0.49 | -0.14 | -30.3
CCOC(=O)c1ccccc1NC(=O)Nc1ccc(OC)c(OC)c1 | 0.2 | -0.32 | -34.2
CN(C)c1ccc(Nc2c3c4c(cccc4n(C)c2=O)C(=O)c2ccccc2-3)cc1 | 12.3* | 10.3* | x
COc1ccc(N=C2C(=O)Nc3ccccc32)cc1 | 0.42 | -0.06 | 34.9
O=C(NCCN1CCOCC1)C1CCN(S(=O)(=O)N2CCCC2)CC1 | x | x | -7.1
COc1ccc(-c2cc(C(F)(F)F)nc(SCC(=O)NCc3cccs3)n2)cc1OC | 0.36 | 0.82 | 5.9
CCc1cccc(C)c1NC(=O)CCCSc1nc2ccccc2s1 | -0.92 | 0.2 | -100.0
Cc1cc(NC(=O)c2cc(-c3ccccc3)on2)no1 | 1.39 | 2.4 | 10.7
O=C(CNC(=O)c1cccc(Cl)c1)N/N=C/C=C/c1ccccc1 | -0.45 | -0.3 | x
CC(=O)Nc1ccc(S(=O)(=O)NC(C(=O)O)C(C)C)cc1 (stereo not drawn) | x | x | 50.0
N#C/C(=C1\C(=O)Nc2c(Cl)cc(Cl)cc21)c1nnc2n1CCCCC2 | -0.37 | -0.56 | 18.9
Cc1ccc(OCC(=O)Nc2nnn(C)n2)c(C)c1 | 0.22 | 0.44 | x
COC(=O)C1=C(N)Oc2cc(N(C)C)ccc2C1c1ccccc1OC (stereo not drawn) | -0.67 | -1.11 | -72.7
(next part)
SMILES | SDO1 yeast rescue | SDO1 yeast rescue Rescue 24 h | Insulin prom inh
CCN(CC)S(=O)(=O)c1ccc2c(c1)nc(CCC(=O)Nc1ccccc1Cc1ccccc1)n2CC | -0.66 | -0.47 | -24.3
COC(=O)CSc1nc2ccccn2c(=O)c1C=O | x | x | 2.9
Cc1nn(CCCC(=O)Nc2cc(Oc3ccc(F)cc3)cc([N+](=O)[O-])c2)c(C)c1[N+](=O)[O-] | -0.9 | 0.22 | -7.1
O=c1[nH]cnc2[nH]ncc12 | 0.39 | 1.09 | 23.8
COc1ccc(C2CCCN2C(=S)Nc2ccc(C)cc2Cl)cc1OC (stereo not drawn) | x | x | -29.4
Cn1c(=O)c2c(nc(N3CCCCC3)n2CCSc2nc3ccccc3s2)n(C)c1=O | -1.08 | -1.05 | -12.5
CCOc1ccc(-c2nnc(-c3cccs3)o2)cc1OCC | -0.34 | -0.18 | x
CCOC(=O)N1CC=C2C(C#N)=C(N)C(C#N)(C#N)[C@H](c3ccsc3)[C@H]2C1 | -0.09 | 0.91 | 41.7
CC1=CC2=NC(=O)/C(=C\c3cccn3CCOc3ccccc3C)C(=N)N2O1 | x | x | -46.7
CSc1nc(-c2ccco2)nn1S(=O)(=O)c1ccc(C)cc1 | -1.47 | -1.67 | x
O=C(c1ccco1)N1CCN(C(=O)c2cccc3c2C(=O)N(C2CCCCC2)C3)CC1 | 1.21 | 1.17 | -127.8
O=C(CSc1ccc(-c2cccnc2)nn1)c1ccc([N+](=O)[O-])cc1 | x | x | 58.3
CCOC(=O)c1c(C)nc(C(Cl)(Cl)Cl)nc1N | x | x | 10.5
CCC(=O)N1CCc2cc(Br)cc(S(=O)(=O)NCC3CCCO3)c21 (stereo not drawn) | -0.54 | -1 | 18.5
COc1ccc(-c2cc(C(=O)Nc3c(C)nn(Cc4ccccc4)c3C)no2)cc1 | -0.97 | -0.83 | 37.1
O=C(CCc1ccc(S(=O)(=O)NCCc2ccccc2)cc1)Nc1ccc2c(c1)OCCO2 | -0.06 | -0.61 | x
CCn1c(C)nc2cc(C(=O)NNC(=S)Nc3ccc(OC)cc3)ccc21 | x | x | 11.1
O=C(NC1CCCC1)C(c1ccc(Cl)cc1)N(Cc1ccc(F)cc1)C(=O)CCl (stereo not drawn) | -1.25 | -0.92 | -26.3
O=C(NC(C(=O)c1ccccc1)n1cnccc1=O)c1ccccc1 (stereo not drawn) | 0.87 | 0.86 | 64.3
O=C1OC(c2ccccc2)=N/C1=C\N1CCCCC1 | -1.21 | -1.07 | -28.6
CC1CCCN(C(=O)Cn2nnc(-c3cccnc3)n2)C1 (stereo not drawn) | 0.05 | -0.8 | -14.3
Cc1ccc(-c2noc(C3CCN(S(=O)(=O)c4ccc5c(c4)OCCO5)CC3)n2)o1 | -0.22 | 0.37 | -38.5
Cn1nc(-c2ccc(C(=O)N3CCN(c4ccccc4)CC3)cc2)c2ccccc2c1=O | x | x | -10.5
CNC(=S)NCc1ccc(Cl)cc1 | x | x | -65.9
Cc1ccc(S(=O)(=O)N(C)CC(=O)NC2CCCC2)cc1 | 0.11 | 0 | -68.8

Grouped by structure, the entries above containing a COOH group (3)
SMILES | SDO1 yeast rescue | SDO1 yeast rescue Rescue 24 h | Insulin prom inh
CC(=O)C1=C(O)C(=O)N(CCC(=O)O)C1c1cccc(F)c1 (stereo not drawn) | 0.85 | 1.84 | x
O=C(O)CSCCn1cccn1 | 0.49 | -0.14 | -30.3
CC(=O)Nc1ccc(S(=O)(=O)NC(C(=O)O)C(C)C)cc1 (stereo not drawn) | x | x | 50.0

Other records.
SMILES | SDO1 yeast rescue | SDO1 yeast rescue Rescue 24 h | Insulin prom inh
Cn1c(/C=C/N2CCOCC2)c(C(=O)c2ccc(Br)cc2)c(=O)n(C)c1=O | 0.19 | -0.62 | 36.2
COc1ccc(CNC(=O)/C=C/c2cc([N+](=O)[O-])ccc2OC(F)F)cc1 | -1 | -0.36 | 48.3
O=C(Cc1ccc([N+](=O)[O-])cc1)N/N=C/c1ccc([N+](=O)[O-])o1 | x | x | -79.0
O=C(CSc1nnc(-c2cccs2)n1Cc1ccco1)Nc1ccc2c(c1)OCO2 | -0.69 | -0.04 | -25.0
CC(C)(NC(=O)N1CCCC1)c1cccc(C(C)(C)NC(=O)N2CCCC2)c1 | 0.37 | -0.04 | -15.4
Cc1c(-c2ccccc2)n[nH]c1C(=O)N=Nc1c(O)[nH]c2ccccc12 | x | x | -50.0
COC(=O)CC(=O)Cc1nc(N)nc(Nc2ccc(C)c(C)c2)n1 | 0.7 | 1.07 | x
Cc1cccc([N+](=O)[O-])c1NC(=O)CN(Cc1ccccc1)Cc1ccccc1 | -1.08 | -0.99 | 16.7
COc1ccc(N2C(=O)c3ccccc3NC2(C)C)cc1 | x | x | -7.1
CCOC(=O)c1c(-c2ccccc2)[nH]c2ccc(O)cc12 | -0.43 | 0.17 | 39.3
CC(=O)c1cccc(NC(=O)c2ccc(N(Cc3ccc(C)cc3)S(C)(=O)=O)cc2)c1 | -0.02 | 0.04 | -26.7
CCN(C(=O)COC(=O)c1cc(OC)c(OC)cc1[N+](=O)[O-])C1CCS(=O)(=O)C1 (stereo not drawn) | x | x | -16.7
CN(CCCNC(=O)c1ccc(N2CCCC2=O)cc1)c1ccccc1 | 0.25 | -0.29 | 37.7
CC(=O)c1cc(C#N)c(Oc2cc(C)cc(C)c2)nc1C | -0.07 | 0.29 | -20.7
CCOC(=O)N1CCC(NC(=O)c2cc(C(=O)Nc3ccc(F)cc3F)ccc2CO)CC1 | 0.41 | 0.64 | x
Cc1ccc(S(=O)(=O)N2CCCCC2C(=O)N2CCN(c3ccccc3F)CC2)cc1 (stereo not drawn) | -0.06 | 0.7 | -32.1
O=C(Cc1ccc(Cl)cc1)Nc1ccccc1C(=O)Nc1ccc(C(=O)O)cc1 | x | x | 26.7
O=C(NCCN1CCc2ccccc2C1)C1CC(=O)N(C2CCCC2)C1 (stereo not drawn) | -1.11 | -1.23 | -43.8
Cc1nnc(NC(=O)C2CCCN(S(=O)(=O)Cc3ccccc3)C2)s1 (stereo not drawn) | 0.23 | -0.96 | -30.4
CC(C)(C)NC(=O)c1cccc2c1OC(C)(C)C2 | -1.34 | -1.9 | 31.2
C=CCNC(=O)c1ccc(C(=O)c2ccccc2)cc1 | 0.28 | -0.35 | 15.4
CCC(C(=O)NC1CCCCC1)n1c(SCc2ccc(F)cc2)nc2ccncc21 (stereo not drawn) | 1.24 | 0.79 | -85.0
